# S3 lipid droplet – qHTS Assay for Lipid Storage Modulators in Drosophila S3 Cells; Drosophila S3 cells, BODIPY lipid droplet fluorescence, 18-24 h; cells fed with added oleic acid; Potency in µM for hits, for the others lipid storage change, negative = inhibition, % at the top dose, mostly 46.1 µM; AID 2685, 2010; 0.64% of 320,000 active; active = well fitted inhibition curve with a large enough effect in the signal ratio, with a control signal flat, not every such curve was filed as active; inconclusive = small, poorly fitted or top-dose-only effect, or effect the other way, or a change in a side signal; the % refers to the signal ratio
#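 Drosophila S3 cells got compounds at several concentrations plus oleic acid (400 uM solution). Laser-scanning cytometry with 488 nm excitation read lipid droplets at 500-530 nm and cells at 575-640 nm. Percent activity was relative to 20 uM Triacsin C.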
# S3 lipid droplet cell count max – also measured in S3 lipid droplet; calls as there; cell number change, %; measured here: cell count max response;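 cells counted by Cell Tracker Red CMTPX staining in the red channel; peak over a dose series mostly up to 46.1 µM; percent activity relative to internal control wells on each plate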
# * = called active by the depositor; i = inactive; ? = inconclusive; . = not tested or not shown; [ ] = another dose, or the depositor's remark. % is set by controls: 0 for no effect and ±100 for the full control effect; potency is the fitted concentration of half-maximal effect. This is a subset; rates above refer to the full screens.
SMILES,S3 lipid droplet,S3 lipid droplet cell count max
Cc1nnc(SCC(=O)Nc2ccc3c(c2)OCCO3)n1CC1CCCO1 (stereo not drawn),?,.
CC1CN(S(=O)(=O)c2cccs2)CC(C)O1 (stereo not drawn),?,.
O=C(COC(=O)c1cnccn1)NCc1ccc2c(c1)OCO2,?,.
COC(=O)Cn1nc(-c2ccccc2)n(-c2ccccc2)c1=S,-19%,25
CCOC(=O)C1CCN(CCCSc2ccc(Cl)cc2)CC1,i,15
CCCc1cc(=O)[nH]c(SCC(=O)NC2CCCc3ccccc32)n1 (stereo not drawn),11%,-2
O=S(=O)(Cc1ccccc1)c1cnc2ccccc2n1,?,.
Cc1ccc(Cn2nnnc2CN2CCC(NC(=O)c3ccc(Br)cc3)CC2)cc1,8%,-1
CC1=C(C#N)C(c2cccnc2)C2=C(N1)c1ccccc1C2=O (stereo not drawn),?,.
COc1ccc(C(=O)Nc2ccc(S(=O)(=O)N3CCCCC3C)cc2)c(OC)c1OC (stereo not drawn),?,.
COc1cc(/C=N/n2c(C3CCCCC3)n[nH]c2=S)cc(Br)c1O,?,.
COc1ccc(C(NC(=O)c2c(F)c(F)c(F)c(F)c2F)c2ccccc2)cc1 (stereo not drawn),?,.
COc1ccc(C(=O)OCC(=O)Nc2ccc([N+](=O)[O-])cc2OC)c(O)c1,0%,-4
CC1(C)Cc2cccc(OCC(=O)OCC(=O)NCc3ccccc3)c2O1,?,.
Cc1ccc2cccc(S(=O)(=O)n3nc(C)cc3C)c2n1,?,.
NCCCC[C@@H]1NC(=O)[C@H](CCC(=O)O)NC(=O)c2cc([N+](=O)[O-])cc(I)c2NCC[C@@H](C(N)=O)NC1=O,-11%,-18
COc1ccc(OC2C(=O)N(c3cc(C)ccc3C)C2c2ccc(OC)c(OC)c2)cc1 (stereo not drawn),?,.
CC(C)NC(=O)CC(=O)NN=C1CCCCC1,?,.
COc1cc(NC(=O)COC(=O)/C=C/c2ccccc2Cl)cc(OC)c1,?,.
CC#CCN(CC#CC)S(=O)(=O)c1ccc(-n2cnnn2)c(OC)c1,?,.
CCCCCCC1C(C#N)=C(N)OC2=C1C(=O)CCC2 (stereo not drawn),i,.
O=C(Nc1cccc(Cl)c1)Nc1cc(S(=O)(=O)N2CCCCC2)ccc1Cl,?,.
Fc1cccc(NC(=S)NCCc2ccccc2)c1,?,.
O=C(NC(=O)c1c(F)cccc1F)O/N=C1\CCCc2occc21,-4%,8
Cc1c(NC(=O)Nc2cccs2)cccc1[N+](=O)[O-],12%,18
CCc1ccc(Nc2ncnc3nc[nH]c23)cc1,?,.
CCCc1ncc(C[n+]2ccccc2C)c(N)n1,1%,5
C/C=C/C=C(/NC(=O)c1ccccc1)C(=O)Nc1ccccc1,?,.
Cc1cc(C(=O)COC(=O)c2cccn2C)c(C)n1Cc1ccco1,?,.
CN(c1ccc(OCC(=O)OCC(=O)Nc2cccc([N+](=O)[O-])c2)cc1)S(=O)(=O)c1ccc(F)cc1,0%,15
C#CCOCCOCCOCCNc1nc(N2CCN(C(=O)C([C@@H](C)CC)n3cc(C(N)Cc4ccc(O)cc4)nn3)CC2)nc(N2CCN(C(=O)[C@H](CCC(=O)O)n3cc(C(N)[C@H](C)CC)nn3)CC2)n1 (stereo partly drawn),?,.
O=S(=O)(c1ccccc1)N1CCN(c2ccccc2)CC1,?,.
Cc1cc([N+](=O)[O-])nn1CC(=O)Nc1cc(F)ccc1F,?,.
Cc1cc(=O)oc(C)c1C(=O)OCC(=O)c1ccc(Br)cc1,1%,-22
CCC(CC)C(=O)Nc1nnc(SCC(=O)NC(C)(C)C)s1,?,.
O=C(CN1CCc2ccccc21)NN1CC(=O)N(c2ccccc2)CC1=O,-13%,-1
O=C(C1COc2ccccc2O1)N1CCCCC1 (stereo not drawn),-15%,4
O=c1c2ccccc2oc2cc(NCCCn3ccnc3)ccc12,i,21
CCOc1ccccc1Nc1nnc(SCC(=O)Nc2ccc3[nH]c(=O)[nH]c3c2)s1,?,.
COc1ccc(CCNC(=O)CCCc2ccccc2)cc1OC,?,.
COc1ncnc2c1oc1nc(C)c3c(c12)CC(C)(C)OC3,1%,19
COc1ccc(/C=C2\SC(=O)N(CC(=O)NNC(=O)c3ccccc3O)C2=O)cc1,?,.
O=C(NC(=S)NCCN1CCOCC1)c1ccc(Cl)cc1,?,.
O=C(O)c1cccc(Nc2ccncc2[N+](=O)[O-])c1,5%,-3
O=C(CN(CC1CCCO1)C(=O)CNS(=O)(=O)c1ccc(F)cc1)NCC1CCCO1 (stereo not drawn),?,.
CN(CCOC(=O)c1cccc(Br)c1)C(C)(C)C,0%,-22
O=[N+]([O-])c1ccc(Cl)c(/C=N/Nc2nc(N3CCOCC3)nc(N3CCOCC3)n2)c1,?,.
O=C(Nc1nnc(SCc2ccc(Cl)cc2)s1)c1ccco1,4%,-9
N#Cc1c(-c2ccc(C(F)(F)F)cc2)cc(-c2ccccc2)[nH]c1=S,38%,.
CCCN(CC(=O)Nc1ccccc1OC)C(=O)C1=COCCO1,i,-13

# The listing continues.
SMILES,S3 lipid droplet,S3 lipid droplet cell count max
Cc1ccc(-c2noc(CSc3ccccc3)n2)cc1,i,.
COc1cccc(C(CNc2ccc(S(=O)(=O)N3CCN(C)CC3)cc2[N+](=O)[O-])N(C)C)c1 (stereo not drawn),?,.
CC(C)C(=O)Nc1ccccc1-c1nc2ccccc2[nH]c1=O,i,-28
Cc1ccc(-n2cc(CN3CCNC(=O)CC3)c(-c3ccc(F)cc3)n2)cc1,-12%,-7
CC1(C)CC(NC(=O)C(c2ccccc2)c2ccccc2)CC(C)(C)N1,i,23
CN1CCN(Cc2c(O)ccc3c(=O)c(Oc4ccccc4Cl)c(C(F)(F)F)oc23)CC1,?,.
Cc1ccc(N2CC(c3nc4ccccc4n3C)CC2=O)cc1C (stereo not drawn),i,.
O=C(CN1C(=O)S/C(=C\c2ccc(Cl)cc2)C1=O)NNC(=O)c1ccccc1O,?,.
CC(C)N(Cc1ccccc1)C(=O)COC(=O)CCC(=O)c1ccc(F)cc1,i,2
COc1ccc(NC(=O)c2cccc(-n3cnnn3)c2)cc1,?,.
CCOc1ccc(Br)cc1S(=O)(=O)NCc1ccncc1,16%,3
COCCOC(=O)C1=C(C)OC(N)=C(C#N)C1c1cc2cccc(C)c2nc1Cl (stereo not drawn),?,.
CCN(CC(=O)Nc1c(F)cccc1F)C(=O)CCSc1ccc(C)cc1,?,.
CCN(CC)c1ccc(C(=O)OCC(=O)N2CCN(c3ccccc3)CC2)cc1,2%,-8
CCn1cc(C(=O)N2CCc3ccccc32)c(=O)c2cc(S(=O)(=O)N3CCCCCC3)ccc21,?,.
Cc1c(NS(=O)(=O)c2ccccc2)cc(Cl)c(O)c1C,i,.
CCOc1cc(/C=N/NC(=O)CCn2nc(C)cc2C)ccc1O,?,.
CC(=O)c1cccc(OCC(=O)N2CCN(c3ccc(C(F)(F)F)cn3)CC2)c1,?,.
CN(C)c1nc(NCc2ccccc2)nc(N/N=C/c2ccc(Cl)cc2Cl)n1,i,-27
COc1ccc(S(=O)(=O)Nc2ccc3oc(C)c(C(C)=O)c3c2)cc1,?,.
Cc1ccc(CCNC(=O)c2nnn(-c3cc(C)cc(C)c3)c2N)cc1,?,.
Cn1c(=O)n(CCCOc2ccc(Cl)cc2)c2ccccc21,?,.
COc1cc(C(=O)OCC(=O)NC2CCCCCC2)ccc1OCC(C)C,11%[0.0737 µM],-15
Cc1ccc(CN2CCN(c3cccc4[nH]ccc34)CC2)cc1,-6%,-8
CCOC(=O)C1(CCOc2ccccc2)CCN(Cc2cccn2-c2ncccn2)CC1,1%,9
COc1ccc(S(=O)(=O)N2CCC(C(=O)NCc3ccccn3)CC2)cc1Cl,?,.
OC(COCc1cccs1)CN1CCN(c2cccc(Cl)c2)CC1 (stereo not drawn),?,.
O=C(NCc1ccc(-n2cccc2)cc1)c1cccc(F)c1,i,.
O=S(=O)(c1ccccc1)N1CCN=C1SCc1c(F)cccc1Cl,i,.
COc1cc(-c2nc3c[n+](CC(=O)c4ccccc4)ccc3n2C)cc(OC)c1OC,-11%,11

# Overlap with the part before: two entries, followed by the next part.
SMILES,S3 lipid droplet,S3 lipid droplet cell count max
O=S(=O)(c1ccccc1)N1CCN=C1SCc1c(F)cccc1Cl,i,.
COc1cc(-c2nc3c[n+](CC(=O)c4ccccc4)ccc3n2C)cc(OC)c1OC,-11%,11
O=C(CSc1cccc(C(F)(F)F)c1)NCc1ccccc1,?,.
O=C(CN(C(=O)CCC(=O)Nc1nccs1)c1ccc2c(c1)OCCO2)NCc1ccco1,?,.
O=C(Nc1ccc(Br)cc1)c1cccc(S(=O)(=O)Nc2ccccn2)c1,-11%,.
O=C1CN(CC(=O)NC2CCCc3ccccc32)CCN1 (stereo not drawn),-19%,-10
COc1ccccc1N1CCN(C(=O)c2ccc(COc3cccc4c3OC(C)(C)C4)cc2)CC1,i,.
CN(C)c1cccc(C(=O)OCC(=O)NCC2CCCO2)c1 (stereo not drawn),?,.
COc1cc(CNC2CCCC2)cc(Cl)c1OCc1ccc(F)cc1,?,.
Cc1nn(Cc2ccc(Cl)cc2Cl)c(C)c1NC(=O)CCl,?,.
COc1ccccc1CNC(=O)CCNS(=O)(=O)c1ccc2[nH]c(=O)oc2c1,?,.
Cc1cccc(-n2cc(CNCCc3nc(C)cc(C)n3)c(-c3cccc(F)c3)n2)c1,?,.
Cc1ccc(OCc2cc(C(=O)N3CCC(Oc4cccnc4)CC3)no2)cc1C,-7%,.
Cc1cc(C(C)(C)C)oc1C(=O)N(CC(=O)NC1CCCC1)c1cccc(C(F)(F)F)c1,?,.
COc1ccc(S(=O)(=O)Nc2ccc(Oc3ncccn3)c(Cl)c2)cc1,?,.
COc1cc(OC)cc(C(=O)Nc2nnc(SCC(=O)NCc3ccco3)s2)c1,-30%,11
COc1cc(-c2nc(-c3ccccc3)c(-c3ccc(F)cc3)[nH]2)cc2c1OCO2,?,.
O=C1OCCC1Sc1nnc(-c2ccc(Cl)cc2)n1Cc1ccccc1 (stereo not drawn),-5%,-12
CCOC(CCn1c(SCC(=O)Nc2cc(C)on2)nc2ccccc2c1=O)OCC,?,.
CCC(=O)NC(Cc1ccccc1)c1nc2ccccc2[nH]1 (stereo not drawn),i,-5
CCc1cc([N+](=O)[O-])cc(CC)c1N,?,.
Cc1cccc(C)c1NC(=O)CSc1nc(-c2ccco2)cc(C(F)(F)F)n1,5%,-5

# 3 successive entries already listed, for reference:
SMILES,S3 lipid droplet,S3 lipid droplet cell count max
Cc1ccc(OCc2cc(C(=O)N3CCC(Oc4cccnc4)CC3)no2)cc1C,-7%,.
Cc1cc(C(C)(C)C)oc1C(=O)N(CC(=O)NC1CCCC1)c1cccc(C(F)(F)F)c1,?,.
COc1ccc(S(=O)(=O)Nc2ccc(Oc3ncccn3)c(Cl)c2)cc1,?,.

# (more compounds)
SMILES,S3 lipid droplet,S3 lipid droplet cell count max
CSc1ccc(CCNS(=O)(=O)c2csc(C(N)=O)c2)cc1,i,-17
Cc1cccc(/C=N\NC(=O)c2sccc2-n2cccc2)c1,7%,-11
CCOC(=O)C1(CCCc2ccccc2)CCN(C(=O)CCc2cnn(C)c2)CC1,1%,1
C=CCOC(=O)Nc1c(C(=O)OC)[nH]c2ccccc12,?,.
CC(=O)Nc1cccc(NC(=O)CCNC(=O)c2ccccc2)c1,0%,6
Cc1nn(-c2ccccc2)c(C)c1C(=O)OCc1ccc(C#N)cc1,48%,.
COc1ccc(C(=O)Nc2ccccc2)cc1S(=O)(=O)NCc1ccco1,-40%,-8
CC(=O)N1CCN(S(=O)(=O)c2cccc(C(=O)N(Cc3ccccc3)c3ccc(C)cc3)c2)CC1,?,.
CC(C)n1nc(C(=O)Oc2ccc(Cl)cc2)c2ccccc2c1=O,8%,3
CC1CCCN(C(=O)COC(=O)c2ccc(=O)n(Cc3ccccc3)n2)C1 (stereo not drawn),?,.
O=C(CCNS(=O)(=O)c1ccc(Br)s1)N1CCCCC1,-11%,1
CCOC(=O)C1CCCN(C(=O)Cc2ccc(Cl)cc2)C1 (stereo not drawn),?,.
Cc1ccc(/C(O)=C2/C(=O)C(=O)N(Cc3cccnc3)C2c2ccccn2)cc1 (stereo not drawn),?,.
COc1ccc(N2CCN(C(=O)CSc3ncccc3-c3nc4ccccc4[nH]3)CC2)cc1,?,.
O=C(c1ncc[nH]1)c1cccs1,15%,-9
O=C(CSCC(=O)N1CCCCC1)Nc1nc(-c2ccccc2)c(-c2ccccc2)s1,?,.
CCCC(C(=O)NC1CCCC1)N(C(=O)Cn1nnc(-c2ccc(C)o2)n1)c1cccc(O)c1 (stereo not drawn),?,.
CC(C)C(=O)NC(c1cccs1)c1cc([N+](=O)[O-])c2cccnc2c1O (stereo not drawn),?,.
Cc1nnc(SCC(=O)N2CCN(S(=O)(=O)c3ccc(Cl)cc3)CC2)n(N)c1=O,15%,-9

# Given with two lines to a compound: entries from further up.
# Under each structure – S3 lipid droplet, S3 lipid droplet cell count max
O=C(CCNS(=O)(=O)c1ccc(Br)s1)N1CCCCC1
    -11%, 1
CCOC(=O)C1CCCN(C(=O)Cc2ccc(Cl)cc2)C1 (stereo not drawn)
    ?, .
Cc1ccc(/C(O)=C2/C(=O)C(=O)N(Cc3cccnc3)C2c2ccccn2)cc1 (stereo not drawn)
    ?, .
COc1ccc(N2CCN(C(=O)CSc3ncccc3-c3nc4ccccc4[nH]3)CC2)cc1
    ?, .
O=C(c1ncc[nH]1)c1cccs1
    15%, -9
O=C(CSCC(=O)N1CCCCC1)Nc1nc(-c2ccccc2)c(-c2ccccc2)s1
    ?, .
CCCC(C(=O)NC1CCCC1)N(C(=O)Cn1nnc(-c2ccc(C)o2)n1)c1cccc(O)c1 (stereo not drawn)
    ?, .

# Screening results from PubChem.
